Screens: PubChem, several laboratories
NCOA1 inh = inhibits human SRC1 coactivator. HEK293 GAL4-SRC1 luciferase reporter, luminescence. 0.12% of 360,000 active. Q15788. inhibition, % at 3.6 µM;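 active = inhibition above the campaign mean plus 3 SD, with each screening campaign given its own cutoff, cut at about 60% in these data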;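 note: 0% = DMSO treated cells and 100% = gossypol at 36 µM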
NCOA2 inhibitor = inhibits human steroid receptor coactivator 2. HEK293 GAL4-SRC2 luciferase reporter, luminescence. Q15596. inhibition, % at 9 µM. 0.17% of 370,000 active;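 active = inhibition above the mean inhibition of all tested compounds plus 3 SD, set per campaign, cut at about 52% in these data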;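 note: 0% = DMSO treated cells and 100% = cells given Gossypol at 36 µM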
SRC3 inh = inhibits human SRC3 coactivator | AID 588352 | Q9Y6Q9 | inhibition, % at 3.6 µM | 0.17% of 360,000 active | HEK293 GAL4-SRC3 luciferase reporter, luminescence;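 active = inhibition above a per-campaign cutoff, the mean of all compounds plus 3 SD, cut at about 60% in these data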;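 note: 0% = DMSO-treated cells and 100% = gossypol-treated cells at 36 µM; higher means less SRC3-driven luciferase light from the GAL4 reporter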
MC4R barr agon = activates human MC4R beta-arrestin recruitment | P32245 | U2OS MC4R beta-arrestin complementation, luminescence; percent of melanotan II response, DMSO zero | activation, % at 8.9 µM | 0.98% of 360,000 active;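 active = activation above a per-plate cutoff, the mean activation of sample wells on that plate plus 3 SD, cut at about 8% in these data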
MC4R antagonist = blocks human MC4R cAMP signaling; P32245; MC4R-expressing cells, MTII-stimulated cAMP, LANCE TR-FRET; inhibition, % at 6.5 µM; 0.48% of 360,000 active; AID 540295;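 active = inhibition above its plate's cutoff, the mean of tested wells on that plate plus 3 SD, cut at about 29% in these data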;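 note: 0% = Melanotan II alone and 100% = Melanotan II plus saturating MCL0020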
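Material – human MC4R-expressing U2OS cells · Repeats – no replicates · Detection – TR-FRET with Eu-cAMP and labeled anti-cAMP, 671 nm · Times – compound 30 min, challenge 1 h, detection 1 h · Compound – single nominal compound dose of 6.5 µM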
NOD2 RIPK2 PPI = NOD2-RIPK2 protein interaction inhibition. CHO BLA complementation NOD2-RIPK2, CCF4 ratio. inhibition, % at 4.98 µM. 0.38% of 360,000 active; in the data active = inhibition above about 21%;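 note: 0% = vehicle only and 100% = reference blocker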
ABHD5-PLIN5 inh = blocks binding of human ABHD5 to perilipin-5 | Split G. princeps luciferase complementation, luminescence, 4 h | 0.78% of 360,000 active | Q00G26+Q8WTS1 | inhibition, % at 4 µM;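 active = inhibition above the mean inhibition across every tested compound plus 3 SD, cut at about 22% in these data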;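 note: 0% = DMSO only wells and the 100% control is not disclosed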
Target sequence (Q00G26 whole entry, looked up): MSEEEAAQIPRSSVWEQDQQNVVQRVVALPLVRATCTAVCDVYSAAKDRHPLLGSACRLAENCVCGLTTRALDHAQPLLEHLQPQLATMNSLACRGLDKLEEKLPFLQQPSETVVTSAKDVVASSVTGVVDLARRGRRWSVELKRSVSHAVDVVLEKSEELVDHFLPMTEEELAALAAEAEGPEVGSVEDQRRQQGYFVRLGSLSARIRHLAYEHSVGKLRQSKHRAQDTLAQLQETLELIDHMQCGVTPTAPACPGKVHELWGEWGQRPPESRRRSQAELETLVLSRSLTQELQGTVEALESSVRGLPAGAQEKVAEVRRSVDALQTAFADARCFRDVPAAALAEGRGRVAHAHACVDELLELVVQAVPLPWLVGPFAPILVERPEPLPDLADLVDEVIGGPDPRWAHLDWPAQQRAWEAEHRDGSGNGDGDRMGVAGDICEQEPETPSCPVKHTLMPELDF
Target sequence (Q8WTS1 whole entry, looked up): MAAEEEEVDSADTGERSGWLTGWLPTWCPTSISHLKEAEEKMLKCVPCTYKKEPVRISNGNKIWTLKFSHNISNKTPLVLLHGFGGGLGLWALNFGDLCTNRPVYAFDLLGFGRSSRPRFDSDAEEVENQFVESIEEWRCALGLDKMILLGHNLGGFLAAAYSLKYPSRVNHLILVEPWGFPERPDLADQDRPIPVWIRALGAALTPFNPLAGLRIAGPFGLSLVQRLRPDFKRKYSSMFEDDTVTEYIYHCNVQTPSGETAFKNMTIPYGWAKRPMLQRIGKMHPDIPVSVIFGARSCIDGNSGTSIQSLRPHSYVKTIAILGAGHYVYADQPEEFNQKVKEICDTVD
NR2F2 inh = NR2F2 (human) inhibition, primary screen. HEK293T NGFI-A luciferase reporter, luminescence. inhibition, % at 8.6 µM. 0.7% of 370,000 active;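 active = inhibition above a per-plate cutoff, mean inhibition of test wells between control levels plus 3 SD, cut at about 38% in these data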;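 note: cells cotransfected with COUP-TFII expression vector driving the NGFI-A reporter; 0% = median of COUP-TF2 test wells and 100% = reporter-only cells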
TLR9-MyD88 block = blocks human TLR9 binding to MyD88. Q9NR96+Q99836. CHO BLA complementation TLR9-MyD88, CCF4 FRET ratio. inhibition, % at 4.98 µM. 0.21% of 340,000 active;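 active = inhibition above the mean over all tested compounds plus 3 SD, cut at about 21% in these data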;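 note: 0% = DMSO only wells and 100% = clavulanate BLA inhibitor control wells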
LRH-1 inv ag = NR5A2 inverse agonism in reporter assay | inhibition, % at 3.6 µM | 0.13% of 360,000 active | AID 602396 | O00482 | HEK293T StAR-luciferase reporter, LRH-1 transfected, 24 h;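 active = inhibition above the mean inhibition of all tested compounds plus 3 SD, cut at about 73% in these data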;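 note: 0% = DMSO wells and 100% = reporter-only cells lacking LRH-1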
LMP1 NFkB inh = reduces LMP1-driven NF-kappaB luciferase signal; inhibition, % at 12.5 µM; 0.69% of 350,000 active; LMP1-induced NF-kappaB luciferase reporter cells, luminescence; AID 504558; in the data active = inhibition above about 41%;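 note: 0% = neutral control wells and 100% = reference inhibitor control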
Active calls of the source: *; x = not tested or not shown. These rows are one share of the data (hit frequency here may not be typical).

No. | Compound | NCOA1 inh | NCOA2 inhibitor | SRC3 inh | MC4R barr agon | MC4R antagonist | NOD2 RIPK2 PPI
1 | COc1cc2c(cc1OC)-c1nc3ccccc3c(=O)n1C(C)(C)C2 | -3 | -17 | 26 | 0.3 | -2 | -1
2 | Cc1cccc([C@@H](NC(=O)OC(C)(C)C)C(=O)OC(C)(C)C)c1 | -1 | -37 | -9 | -0.2 | 0 | 2
3 | FC(F)Oc1ccc(NC(=S)NN2CCOCC2)cc1 | -1 | -12 | 12 | 2.8 | 4 | -8
4 | Cc1c(C)c(C)c(CO/N=C/c2cccs2)c(C)c1C | 13 | -6 | 4 | -2.0 | 4 | 7
5 | CCCC(=NC(C)CC)C1=C(O)CC(c2ccccc2)CC1=O (stereo not given) | 23 | 3 | 3 | 0.2 | 2 | -12
6 | CNC(=O)N(O)C1N(/N=C/c2ccccc2OC)C(=S)SC1(C)C (stereo not given) | 8 | -37 | 5 | -1.3 | 9 | 3
7 | COc1ccccc1NC(=O)c1ccc(NS(C)(=O)=O)cc1 | -10 | -15 | -20 | -1.0 | -5 | -3
8 | CN(CC1CCCO1)S(=O)(=O)c1ccc(C(=O)Nc2nnc(-c3ccccc3)o2)cc1 (stereo not given) | 8 | 13 | 13 | -1.7 | 13 | -7
9 | CC1CCCCC1NC(=O)COC(=O)CNC(=O)c1cccc(F)c1 (stereo not given) | -3 | -11 | 3 | -2.4 | 2 | -10
10 | CCCN1CCCc2cc(CN(CCCN3CCOCC3)C(=O)Nc3ccc(OCC)cc3)ccc21 | -18 | -15 | 9 | -0.9 | 4 | -10

No. | ABHD5-PLIN5 inh | NR2F2 inh | TLR9-MyD88 block | LRH-1 inv ag | LMP1 NFkB inh
1 | -3 | 14 | -8 | 32 | 0
2 | 2 | 1 | 0 | 12 | 4
3 | -1 | -8 | 5 | 5 | 0
4 | 2 | 2 | -3 | 14 | 2
5 | -2 | -12 | -11 | -1 | -5
6 | 6 | -10 | -7 | 8 | 0
7 | -7 | -33 | -8 | -5 | 1
8 | -6 | -4 | -15 | 18 | 8
9 | 1 | 1 | 5 | -22 | 3
10 | 1 | 11 | 5 | 26 | 4

Carrying on.
No. | Compound | NCOA1 inh | NCOA2 inhibitor | SRC3 inh | MC4R barr agon | MC4R antagonist | NOD2 RIPK2 PPI
11 | CCC(C)[C@H](NC(=O)NCCCN1CCOCC1)C(=O)OC (stereo not given in full) | 5 | -12 | 14 | -0.7 | 20 | -6
12 | O=C(NCc1ccccc1)c1ccc(Cn2cc(C(F)(F)F)ccc2=O)cc1 | -11 | -37 | -6 | -0.4 | 14 | 3
13 | CSc1n[nH]c(-c2ccc(C(F)(F)F)cc2)n1 | -76 | -11 | -50 | -1.8 | -1 | -11
14 | CCNC(=O)COn1c(SCC(=O)NCC)nc2ccccc2c1=O | -24 | -19 | 1 | -1.1 | 3 | 1
15 | Cc1noc(C)c1S(=O)(=O)N(C)C[C@H]1Oc2ccc(NS(=O)(=O)c3cn(C)cn3)cc2C(=O)N([C@H](C)CO)C[C@@H]1C | 11 | -10 | 6 | 1.7 | 1 | -20
16 | COCCn1c(SCC(=O)NNC(=O)c2cc(Cl)ccc2OC)nnc1-c1ccncc1 | 12 | -18 | 6 | -6.2 | 16 | 10
17 | CC(OC(=O)Cc1n[nH]c(=O)c2ccccc12)C(=O)Nc1ccccc1[N+](=O)[O-] (stereo not given) | 3 | -17 | -9 | -0.3 | -1 | -7
18 | CC(=O)N1CCN(Cc2nc3cc(NC(=O)Nc4ccccc4)ccc3n2C)CC1 | -18 | -9 | -25 | 0.8 | 9 | -1
19 | CN1CCC(=NNC(=O)CN(c2cccc(Cl)c2)S(C)(=O)=O)CC1 | 1 | 1 | 9 | 0.3 | -3 | -6
20 | CCOCCCNC(=O)C1(O)c2cc(Br)ccc2NC(=O)N1c1cccc(OC)c1 (stereo not given) | -3 | 9 | 13 | -0.2 | 7 | -18

No. | ABHD5-PLIN5 inh | NR2F2 inh | TLR9-MyD88 block | LRH-1 inv ag | LMP1 NFkB inh
11 | 0 | 6 | -3 | -11 | -9
12 | -5 | 21 | 9 | -5 | -3
13 | -10 | -30 | 7 | -60 | -4
14 | -5 | 1 | -2 | -8 | -7
15 | 7 | -34 | -7 | 23 | -2
16 | 4 | 16 | -1 | 0 | -71
17 | 9 | 17 | 8 | 18 | 4
18 | 0 | -27 | -11 | -25 | 5
19 | 2 | -12 | -4 | 20 | 1
20 | -5 | 5 | 2 | -20 | -8

Next section
No. | Compound | NCOA1 inh | NCOA2 inhibitor | SRC3 inh | MC4R barr agon | MC4R antagonist | NOD2 RIPK2 PPI
21 | CC(C)C(=O)N1CCC1(C)C(=O)NCc1cc(Cl)ccc1F (stereo not given) | 5 | 3 | 3 | -2.2 | 1 | 7
22 | COc1cc2oc(=O)c3c(c2cc1OCC(=O)c1c(C)n(C)c2ccccc12)CCCC3 | 20 | 7 | 2 | -0.3 | 16 | -5
23 | Cc1cc(C)nc(SCc2n[nH]c(=S)n2C)n1 | -7 | -23 | 7 | -1.4 | 4 | 4
24 | Cc1cc(C)n(-c2ccc(C(=O)C(C#N)c3nc4ccccc4n3C)cc2)n1 (stereo not given) | 2 | -15 | 9 | -0.4 | -1 | 7
25 | CCOc1ccc(NC2=NCC(=O)N2CCc2ccccc2)cc1 | -1 | -12 | -10 | 0.0 | -2 | -10
26 | N#CC1=C(N)C(C#N)(C#N)C(c2ccncc2)C2CN(C(=O)OCc3ccccc3)CC=C12 (stereo not given) | -20 | -26 | 9 | -1.7 | 23 | -9
27 | Cc1cc(C(=O)COC(=O)c2ccncc2)c(C)n1CCc1ccc(F)cc1 | -7 | -34 | 18 | -3.2 | -2 | 8
28 | COc1ccc(Nc2nc(=O)c3cc([N+](=O)[O-])ccc3s2)cc1 | -10 | 10 | -3 | -0.4 | 14 | -1
29 | COC(=O)C1C2CC3c4[nH]c5cc(OC)ccc5c4CCN3CC2CC(O)C1OC (stereo not given) | -13 | 0 | 2 | -2.3 | 3 | 1
30 | COc1ccccc1N(CN1CCCC1=O)C(=O)c1c(F)cccc1Cl | -13 | 23 | 3 | -1.1 | 8 | -8

No. | ABHD5-PLIN5 inh | NR2F2 inh | TLR9-MyD88 block | LRH-1 inv ag | LMP1 NFkB inh
21 | 10 | 3 | x | 0 | x
22 | 2 | 1 | -1 | 4 | 4
23 | -1 | -8 | -2 | -10 | 8
24 | 1 | -12 | 2 | -18 | -3
25 | 2 | 11 | -3 | 22 | -1
26 | 6 | 2 | -8 | -18 | -21
27 | 0 | 17 | 3 | -11 | -8
28 | -5 | -7 | -5 | 2 | -3
29 | -2 | 23 | 0 | -19 | -4
30 | 6 | -4 | -1 | 16 | -4

New compounds follow.
No. | Compound | NCOA1 inh | NCOA2 inhibitor | SRC3 inh | MC4R barr agon | MC4R antagonist | NOD2 RIPK2 PPI
31 | Nc1nnc(SCc2ccc3c(c2)OCO3)s1 | -20 | -41 | -2 | 1.1 | 0 | -5
32 | CCN(CC)S(=O)(=O)c1ccc(/C=C/C(=O)OCC(=O)N(C(C)C)C(C)C)cc1 | -21 | -7 | 8 | -1.0 | 10 | -2
33 | CCOC(=O)C1=C(c2ccccc2)Nc2ncnn2C1c1cccc(OC)c1OC (stereo not given) | -20 | -28 | 22 | -1.5 | 2 | -18
34 | COc1ccc(-c2noc(CN(C)S(=O)(=O)c3ccc(Cl)cc3)n2)cc1OC | -5 | -21 | 20 | 0.3 | 7 | -2
35 | Cc1cc(-c2cc(-c3ccc(Cl)cc3)on2)nc(NC2CCCC2)n1 | -3 | 2 | -15 | -0.7 | 1 | 1
36 | COc1ccc(NC(=O)CC2(CC(=O)O)CCCC2)cc1 | 10 | -7 | 8 | -1.0 | 0 | -7
37 | CCC1CCCCN1C(=O)COc1ccc(S(=O)(=O)N2CCOCC2)cc1Cl (stereo not given) | 2 | 24 | -2 | -2.7 | 3 | -3
38 | Cc1nn(-c2ccccc2)c(C)c1/C=N/NC(=O)CSc1nnc(SCc2ccc(Cl)cc2)s1 | -50 | -14 | -12 | -0.9 | 11 | -5
39 | Fc1cccc(Cc2c(C3CCCCC3)nc3ccc(Cl)cn23)c1 | -7 | -13 | -31 | x | x | -4
40 | COCC1CCCN(C(=O)c2cc(COc3cncc(Cl)c3)on2)C1 (stereo not given) | -4 | -26 | -3 | -0.9 | 2 | -8

No. | ABHD5-PLIN5 inh | NR2F2 inh | TLR9-MyD88 block | LRH-1 inv ag | LMP1 NFkB inh
31 | 6 | -10 | 12 | -9 | -3
32 | 4 | 10 | 4 | -7 | -2
33 | -2 | 6 | -3 | 0 | 1
34 | -3 | 0 | 6 | -24 | -5
35 | -7 | 2 | -5 | -9 | 2
36 | 3 | 8 | -10 | 8 | 4
37 | -5 | -6 | 5 | 7 | 3
38 | -3 | 2 | 5 | -29 | -28
39 | 0 | 16 | x | 11 | x
40 | -8 | -10 | -3 | -29 | -16

(listing goes on)
No. | Compound | NCOA1 inh | NCOA2 inhibitor | SRC3 inh | MC4R barr agon | MC4R antagonist | NOD2 RIPK2 PPI
41 | CCOC(=O)c1sc(NS(=O)(=O)c2ccc(C)cc2)nc1C | -2 | -9 | 3 | 1.4 | 21 | -3
42 | Nc1nc(-c2cc(Cl)cc(Cl)c2OC(F)F)cs1 | 10 | 0 | 0 | -1.2 | -1 | -5
43 | Cc1cc(C(=O)CCC(=O)N2CCN(c3ccccc3F)CC2)c(C)s1 | 0 | 1 | 6 | -1.3 | 8 | 6
44 | CCOc1ccc(C2c3[nH]c4ccccc4c3C[C@H]3C(=O)N(C4CC4)CC(=O)N23)cc1OC (stereo not given in full) | 6 | -5 | 12 | 0.6 | 18 | 4
45 | CN(C)c1ccc(/C=c2\sc3n(c2=O)CCCN=3)cc1 | -66 | -5 | -46 | -1.3 | -17 | 3

No. | ABHD5-PLIN5 inh | NR2F2 inh | TLR9-MyD88 block | LRH-1 inv ag | LMP1 NFkB inh
41 | -3 | 8 | -2 | -5 | -16
42 | -6 | -7 | 1 | 5 | -1
43 | -3 | 7 | 6 | -7 | 6
44 | -1 | 15 | -2 | -7 | 3
45 | 1 | -3 | 9 | -121 | 30
